Bioassay records from PubChem BioAssay.
hiPSC survival – enhancers of single-cell hiPSC survival, primary screen, ATPlite luminescence; 100% = ROCK inhibitor wells, 0% = DMSO; survival enhancement, % at 20 µM; 360,000 tested, 0.044% active; in the data active means survival enhancement above about 18%;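 further: cells exposed to compounds for 16 hours before the ATP read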
HTR2A ag – mouse Htr2a agonists via beta-arrestin recruitment, primary screen, cell-based, luminescence; 360,000 tested, 0.66% active; activation, % at 7.6 µM; 5-hydroxytryptamine receptor 2A (Mus musculus), P35363; CHO-K1 mHTR2A beta-arrestin complementation; percent of 30 µM serotonin response;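 active means activation above a run cutoff, the mean activation of all tested compounds plus 3 SD, cut at about 14% in these data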;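 further: 0% = plate median of compound wells and 100% = 30 µM serotonin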
Exocytosis inh – LAMP-1 surface exposure blockers, TALL-104 cells – cell-based, flow cytometry, MLPCN library, primary screen | inhibition, % at 10 µM | AID 651702, 2012 | TALL-104 LAMP-1 surface exposure; cells stimulated with thapsigargin and PMA | 360,000 tested, 0.66% active;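 active means inhibition above about 55%, limit read from the data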
Vif inh – HIV Vif self-association inhibitors, primary screen, imaging, HEK293T, single point; 340,000 tested, 0.35% active; inhibition, % at 7.49 µM; AID 602346, 2012; HEK293T cells, Vif self-association by quenched fluorescence, 24 h; in the data active means inhibition above about 50%, passing the limit was not always enough; further: some results filed as inactive read as strong as hits
ABCB6 inh MLPCN – ABCB6 transporter inhibitors, primary screen, K562-ABCB6 cells, flow cytometry, MLPCN library. ATP-binding cassette sub-family B member 6 (Homo sapiens), Q9NP58. K562-ABCB6 porphyrin accumulation, 1 h; active compounds read low. fluorescence ratio to DMSO, % at 10 µM. 360,000 tested, 0.19% active;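 active means fluorescence ratio to DMSO below 75%, the collection mean minus 3 SD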;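 further: signal is porphyrin accumulated inside mitochondria; 100% equals median channel fluorescence of DMSO control wells; lower ratio means ABCB6 inhibition with less porphyrin fluorescence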
Target sequence (Q9NP58 whole entry, looked up): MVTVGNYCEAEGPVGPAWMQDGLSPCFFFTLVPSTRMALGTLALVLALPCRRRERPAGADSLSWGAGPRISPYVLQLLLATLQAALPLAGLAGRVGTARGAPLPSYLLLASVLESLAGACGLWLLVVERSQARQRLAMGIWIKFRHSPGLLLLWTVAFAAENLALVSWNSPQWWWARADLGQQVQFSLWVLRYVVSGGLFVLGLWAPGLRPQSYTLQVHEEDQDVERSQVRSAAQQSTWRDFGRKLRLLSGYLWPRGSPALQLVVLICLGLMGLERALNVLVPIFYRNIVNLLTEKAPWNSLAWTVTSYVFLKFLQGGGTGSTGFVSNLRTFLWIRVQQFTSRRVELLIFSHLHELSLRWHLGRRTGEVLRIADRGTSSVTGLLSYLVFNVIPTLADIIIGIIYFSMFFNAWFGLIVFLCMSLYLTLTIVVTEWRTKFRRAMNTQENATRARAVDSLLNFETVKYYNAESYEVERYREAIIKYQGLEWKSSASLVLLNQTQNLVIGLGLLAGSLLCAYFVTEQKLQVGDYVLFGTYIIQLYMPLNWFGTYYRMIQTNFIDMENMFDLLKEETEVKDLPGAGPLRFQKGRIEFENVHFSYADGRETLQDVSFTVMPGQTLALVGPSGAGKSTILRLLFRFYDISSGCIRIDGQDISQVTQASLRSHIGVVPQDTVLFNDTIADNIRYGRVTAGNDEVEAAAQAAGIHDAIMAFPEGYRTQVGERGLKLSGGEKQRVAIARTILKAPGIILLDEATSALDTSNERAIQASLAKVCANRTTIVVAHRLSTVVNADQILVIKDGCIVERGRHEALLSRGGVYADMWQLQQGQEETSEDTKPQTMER
H9c2 protect – cardioprotection against H2O2-induced cell death, primary screen, uHTS, H9c2 cells, ATPLite luminescence; H9c2 cardiomyocytes, H2O2 injury protection, 2 h; protection from H2O2 cell death, % at 20 µM; 360,000 tested, 0.63% active; AID 588492, 2011;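 active means compounds giving at least 50% protection of heart cells from peroxide-induced death in the single-dose screen, raw or plate-pattern-corrected value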;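 further: 0% = DMSO wells with peroxide and 100% = DMSO wells without peroxide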
CaV13 FRET inh – Primary screen for inhibitors of IQ motif and Ca2+-dependent inactivation inhibitor domain binding in CACNA1D, Förster resonance energy transfer in living cells, …; 340,000 tested, 0.098% active; inhibition, % at 12.3 µM; HEK cells, CFP/YFP FRET ICDI-IQ, plate reader, 10 min; percent FRET-ratio fall versus neutral wells; AID 743397;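 active means mean replicate inhibition of at least 30% and at least 1% of replicates passing that level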;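 further: 0% = median of the neutral control wells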
PDI inh – inhibitors of human PDI, primary screen, biochemical, turbidity, single point, plate reader | Protein disulfide-isomerase (Homo sapiens), P07237 | PDI insulin aggregation turbidity, A650, 90 min | inhibition, % at 10 µM | 350,000 tested, 0.052% active | AID 588391, 2011;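 active means mean inhibition across replicates of 30% or more, whatever share of single replicates reach that level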;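 further: absorbance from insulin aggregation driven by PDI reduction with DTT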
aDG glyco act – activators of alpha-DG glycosylation, primary screen, uHTS, Pro5-aDG cells, AlphaScreen; alpha-DG glycosylation AlphaScreen (IIH6); 0% Pro5, 100% B10-LARGE cell signal; activation, % at 10 µM; 360,000 tested, 0.22% active; AID 624168, 2012;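 active means activation of at least 8% versus controls, or a plate z-score of at least 8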;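 further: Pro5 are CHO cells carrying HIG-tagged alpha-DG that lacks glycosylation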
Glyco luc inh – increase of ERlucT glycosylation luciferase signal, primary screen, N-linked glycosylation inhibitor project, D54 ERlucT cells, luminescence, set 2. reporter increase, % at 12.5 µM. D54 ERlucT glycosylation luciferase reporter, 24 h; percent of 100 nM tunicamycin response. 360,000 tested, 0.23% active. AID 588692, 2011;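 active means mean luciferase reporter signal, scaled so untreated is 0 and the glycosylation-blocking control 100, at or above a set limit in every replicate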;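 further: luciferase carries N-glycosylation sites so blocking glycosylation raises the light; 0% = median of neutral control wells and 100% = median of 100 nM tunicamycin wells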
Starred values were filed as active, the others as inactive; / = not tested or not shown.

Values run as follows: hiPSC survival, HTR2A ag, Exocytosis inh, Vif inh, ABCB6 inh MLPCN, H9c2 protect, CaV13 FRET inh, PDI inh, aDG glyco act, Glyco luc inh
CCS(=O)(=O)C1=NSC2=NC(=O)/C(=C\c3cc(C)n(-c4cccc(OC)c4)c3C)C(=N)N21
→ 0.3, -3.2, -8.8, -2.7, 107.0, -6.0, -3.1, -1.5, -0.3, 4.2
CCCCCCCC(=O)OC(CN1CCCCCC1)CN1CCCC1=O (centres undefined)
→ 0.2, 0.3, 6.9, -4.7, 101.0, 1.5, -16.7, -9.2, 0.0, 1.6
COc1cccc(CNC(=S)Nc2cc(C)ccc2C)c1
→ -2.1, 0.8, 0.2, 27.1, 97.0, -3.1, -4.8, 2.5, 0.3, -2.5
CCCCC(CC)COC(=O)CCCCC(=O)OCC(CC)CCCC (centres undefined)
→ -0.2, 0.5, -2.0, 1.1, 96.0, 0.4, /, /, -0.1, 0.6
C=CCNc1nc(Nc2ccc([N+](=O)[O-])cc2)nc(OCC)n1
→ 2.1, 1.9, -2.2, -1.2, 95.0, -5.1, -2.8, -4.2, -0.2, 0.7
Cc1ccc(C(=O)/C=C\NCc2ccccc2)cc1
→ -0.4, -8.1, -0.1, -3.6, 97.0, -19.2, -3.5, 10.7, 0.2, -2.3
O=C(Nc1ccc2oc(-c3ccc(F)cc3)nc2c1)c1ccccc1F
→ -0.3, -1.2, -1.5, 12.1, 104.0, 4.8, -5.5, -73.1, 0.2, 0.3
COC(=O)C1=C(C(C)=O)C(c2ccc(C(=O)OC)cc2)n2nnnc2N1 (centres undefined)
→ -0.8, -3.4, 2.5, 7.0, 139.0, 0.9, /, 3.3, -0.2, 1.2
O=C(CNc1cccc(S(=O)(=O)N2CCCC2)c1)Nc1cccc(F)c1
→ -0.4, -3.4, -0.8, /, 100.0, -5.5, -6.0, 4.0, -0.3, -0.8
CCCCN1C(=O)c2ccc(C(=O)Nc3cccc(C)c3C)cc2C1=O
→ -0.2, -1.3, -8.9, 2.0, 90.0, -9.9, -4.7, 10.7, -0.1, 0.2
COc1ccc(NC(=O)CCN2C(=O)C3CC=C(Cl)CC3C2=O)cc1 (centres undefined)
→ -0.8, -2.2, 3.1, -7.2, 103.0, -6.5, -10.2, -5.1, 0.1, -0.4
N#CCCN(C(=S)NC(=O)C1CCCCC1)c1ccccc1F
→ 5.7, 8.7, -0.6, -5.6, 100.0, -2.0, -6.4, -11.4, -0.2, 0.0
Cc1ccc(NC(=O)CN(C)C(=O)CCC(=O)N2CCOCC2)cc1
→ 0.1, 3.3, -1.8, -10.2, 100.0, -2.8, -7.4, 4.7, -0.1, -0.4
CCC(=O)Nc1ccc(/C(C)=N\NC(=O)c2ccc(C)s2)cc1
→ 0.3, -5.8, -1.4, -3.3, 90.0, 2.1, -0.6, -3.8, 0.3, 0.6
c1cn2cc(-c3ccc(CN4CCOCC4)cc3)ccc2n1
→ 2.8, 3.4, 21.0, -5.7, 98.0, 14.6, -4.6, -11.6, 0.0, -0.5
CCOC(=O)C1=C(C)Nc2nc(C)nn2C1c1ccc(OC)c(OC)c1 (centres undefined)
→ 0.5, -0.8, -0.4, 7.4, 104.0, 8.1, -2.1, /, 0.2, 2.5
Cc1cccc(OCC(=O)Nc2ccccc2N2CCN(C)CC2)c1
→ -0.3, -5.1, 7.2, -3.5, 98.0, 0.0, -4.2, 11.2, 0.0, -2.9
COc1ccc(N/C(C)=C2/C(=O)C(=O)N(CCO)C2c2ccc([N+](=O)[O-])cc2)cc1 (centres undefined)
→ 0.6, 2.1, 0.6, 4.4, 107.0, 7.1, /, 20.4, -0.3, 8.0
COC(=O)CCC(=O)OC1(C)C(=O)C=C2C=C(C3CC3)N(CCc3ccccn3)C=C2C1=O (centres undefined)
→ -4.8, -0.4, 6.4, -0.2, 98.0, -5.3, -3.5, -2.4, 0.1, 1.0
CCOC(=O)C(C(=O)OCC)C(C[N+](=O)[O-])c1ccccc1 (centres undefined)
→ 1.6, 0.6, 0.1, /, 104.0, -0.2, -4.8, 1.3, -0.1, 1.4
Cc1ccccc1C(=O)Nc1ccc(C(=O)N/N=C/c2ccc(O)cc2)cc1
→ -0.6, -0.2, 3.2, 69.9*, 105.0, 8.6, -1.5, 3.9, -0.2, -3.1
COC(=O)CN1C(=O)NC2(CCCc3ccccc32)C1=O (centres undefined)
→ -0.4, -4.4, 0.3, -1.7, 97.0, 1.3, -4.0, 1.4, -0.1, 0.8
COc1cc(/C=C/C(=O)N2CCN(c3n[nH]c(=O)[nH]c3=O)CC2)cc(OC)c1OC
→ -0.6, 6.2, -3.0, 20.1, 89.0, 4.2, -7.0, -16.2, 0.3, 2.3
Cc1cc(C(=O)COC(=O)c2n[nH]c3ccccc23)c(C)n1C
→ -4.2, -1.4, 4.1, 2.1, 96.0, -15.2, -4.7, 0.9, -0.3, -13.8
Cc1nnc(SC(C)C(=O)NC2CCCCC2)s1 (centres undefined)
→ -0.4, 3.7, -3.3, -2.0, 97.0, 8.4, -6.5, -4.8, 0.1, -0.6
O=C(COC(=O)C1(c2ccc(F)cc2)CCCC1)Nc1ncc(C(F)(F)F)cc1Cl
→ 5.3, -4.8, 2.3, 5.0, 102.0, -11.8, -7.6, -2.4, 0.1, -0.6
O=C1c2ccccc2C(=O)N1c1n[nH]c(CCc2ccccc2)n1
→ -1.3, 5.9, -3.2, 20.2, 100.0, 4.1, -9.5, -4.9, -0.3, 4.8
O=C(NNC(=S)NC(=O)c1cn(-c2ccccc2)nc1-c1ccccc1)c1ccncc1
→ -0.5, -4.1, 1.5, 4.1, 99.0, 16.3, -20.1, 0.5, 0.5, 0.0
Cc1cccc(NC(=O)CCCSc2nc3ccccc3[nH]2)c1
→ 0.9, -9.0, 3.0, -5.9, 103.0, -2.5, -0.9, 3.4, -0.3, -0.9
COc1ccc(S(=O)(=O)NCCOc2ccccc2)cc1F
→ 0.1, 4.2, -0.5, 3.4, 94.0, -4.1, -6.9, -14.3, -0.2, 0.8
CCC/C(=N\NC(=O)CNC(=O)c1ccc(Cl)cc1)c1ccccc1
→ 0.2, 5.8, -3.2, 1.4, 99.0, -7.0, -0.2, 5.6, 0.0, 1.2
CC(C)(C)c1ccc(S(=O)(=O)NC(=O)C2(C)CCN2C(=O)Cc2ccc(Cl)cc2Cl)cc1 (centres undefined)
→ -0.7, -2.7, 4.4, -6.8, 97.0, 7.8, -6.5, 3.0, -0.2, 0.2
CCOC(=O)C1(C)NC(c2ccco2)C2C(=O)N(CC)C(=O)C21 (centres undefined)
→ -2.4, 5.0, -1.4, 3.1, 95.0, 1.1, -7.1, -6.0, -0.3, 1.1
CCOc1ccc(N(CC(=O)Nc2ccccc2C)S(=O)(=O)c2c(C)noc2C)cc1
→ -0.2, 5.8, -1.7, 5.2, 104.0, 3.4, 6.6, -4.1, -0.1, 14.3
COc1cc(CCC(=O)OCC(=O)Nc2ccc(C)cc2Cl)cc(OC)c1OC
→ -0.5, -2.0, 6.0, -38.4, 101.0, -5.5, -2.1, -28.0, 0.1, 0.7
Cc1ccc(CN2C3CCCC2CC(NC(=O)c2ccc(F)cc2)C3)cc1 (centres undefined)
→ -0.4, -2.2, 7.2, -4.2, 99.0, -5.6, -5.5, -1.5, 0.0, -4.3
CCNc1nc(=S)nc(NC(C)C)[nH]1
→ 0.6, 1.7, -5.1, -2.5, 100.0, 21.9, /, -1.7, -0.1, 0.1
CCOC(=O)N1CCC(c2cc(=O)n3[nH]ccc3n2)CC1
→ -0.5, -1.5, -0.1, -3.2, 100.0, -2.4, -6.6, -4.5, -0.3, 1.5
CC(C)C(=O)Nc1ccc(C(=O)NNC(=O)CCc2ccccc2)cc1
→ -0.1, 3.0, -1.1, 3.8, 93.0, -1.2, -3.0, -2.9, -0.3, 0.5
COc1ccc(-c2nnc(SCC(=O)N3CCC(Cc4ccccc4)CC3)o2)cc1OC
→ -0.9, 3.4, 0.9, -4.8, 94.0, 22.7, -6.2, -2.1, 0.1, -0.6

Reprinted at random: four records from the list
Values run as follows: hiPSC survival, HTR2A ag, Exocytosis inh, Vif inh, ABCB6 inh MLPCN, H9c2 protect, CaV13 FRET inh, PDI inh, aDG glyco act, Glyco luc inh
CC(C)(C)c1ccc(S(=O)(=O)NC(=O)C2(C)CCN2C(=O)Cc2ccc(Cl)cc2Cl)cc1 (centres undefined)
→ -0.7, -2.7, 4.4, -6.8, 97.0, 7.8, -6.5, 3.0, -0.2, 0.2
COc1cc(CCC(=O)OCC(=O)Nc2ccc(C)cc2Cl)cc(OC)c1OC
→ -0.5, -2.0, 6.0, -38.4, 101.0, -5.5, -2.1, -28.0, 0.1, 0.7
CCC/C(=N\NC(=O)CNC(=O)c1ccc(Cl)cc1)c1ccccc1
→ 0.2, 5.8, -3.2, 1.4, 99.0, -7.0, -0.2, 5.6, 0.0, 1.2
CCOC(=O)C1(C)NC(c2ccco2)C2C(=O)N(CC)C(=O)C21 (centres undefined)
→ -2.4, 5.0, -1.4, 3.1, 95.0, 1.1, -7.1, -6.0, -0.3, 1.1

Other structures.
Values run as follows: hiPSC survival, HTR2A ag, Exocytosis inh, Vif inh, ABCB6 inh MLPCN, H9c2 protect, CaV13 FRET inh, PDI inh, aDG glyco act, Glyco luc inh
COc1ccc2c(c1)C1=NN(/C(C)=C/C(C)=O)C(c3ccc(F)cc3)C1CC2 (centres undefined)
→ -1.0, -1.2, -2.4, 2.3, 86.0, 0.2, -16.3, 2.1, -0.2, 4.4
CC(=O)Nc1ccc(S(=O)(=O)NC(CC(=O)NCCCN2CCOCC2)C(C)C)cc1 (centres undefined)
→ -1.5, -1.9, -0.7, 26.0, 99.0, -3.6, -2.9, 7.2, 0.1, -0.8
Cc1ccc(C(=O)Nc2ccc3c(c2)OCCO3)cc1
→ -0.6, 0.1, 9.2, 2.1, 104.0, -18.9, -5.2, 5.0, 0.2, -18.3
CCOC(=O)NC1C=CS(=O)(=O)C1 (centres undefined)
→ -2.7, 0.3, 1.2, 5.1, 106.0, -1.6, -2.0, -7.6, -0.5, -0.7
COc1cc(NC(=O)c2ccc(N3CCCC3=O)cc2)cc(OC)c1
→ -2.0, 1.7, 6.1, 11.3, 94.0, -3.0, -5.4, -5.3, -0.1, -0.8
CC(=O)N1CCc2cc(S(=O)(=O)CCC(=O)NCc3ccc(C)o3)ccc21
→ -0.5, -4.4, -8.2, -0.9, 98.0, 2.7, -14.6, 9.7, 0.1, -1.7
CN(c1ccccc1)c1nc2ccsc2c(=O)s1
→ -0.5, -3.9, 1.9, 6.6, 100.0, -4.3, -2.5, -11.5, 0.2, -0.9
